DYRK1A inh: inhibitors of rat Dyrk1A kinase; Q63470; ADP-Glo luminescence, NFATc1 peptide; inhibition, % at 12.5 µM; 0.43% of 310,000 active; AID 504441; in the data active = inhibition above about 50%;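 note: plate controls were vehicle with enzyme for no effect and no enzyme for full effect; many of its hits are not listed in these tables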
aSyn 5UTR inh: 5' untranslated region of α-synuclein, MLPCN primary screen; alpha-synuclein 5'UTR reporter, inhibitor activity; inhibition, % (tested at 7.5 µM); 0.82% of 300,000 active; AID 1813; in the data active = inhibition above about 60%; inconclusive = no clear call, values can overlap the other calls;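 note: H4 neuroglioblastoma cells stably carrying SNCA 5'UTR luciferase fusion; 0% = DMSO wells and 100% = positive control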
Platelet DG rel: platelet dense granule release activity | human platelet-rich plasma, SFLLRN dense granule ATP release, luminescence | inhibition, %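 (compounds screened at 7.5 µM in platelet-rich plasma)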 | 0.22% of 300,000 active | AID 1663;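 active = mean replicate score, as percent of positive control, at or above 50; inconclusive = mean below 50 but at least one replicate at or above 50; inactive = mean and every replicate below 50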
GSK3B inh: inhibitors of human GSK3beta kinase; P49841; activity score (negative = inhibition), % at 10 µM; AID 2097; GST-GSK3beta kinase, ADP-Glo luminescence, 60 min; active compounds read low; 0.038% of 300,000 active;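 active = more than half of replicate wells score below -50%, meaning over 50% inhibition versus plate controls; inconclusive = some replicates but at most half score below -50%; inactive = no replicate scores below -50%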;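 note: 0% = median DMSO wells and -100% = median GW8510 positive control wells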
Target sequence (P49841 whole entry, looked up): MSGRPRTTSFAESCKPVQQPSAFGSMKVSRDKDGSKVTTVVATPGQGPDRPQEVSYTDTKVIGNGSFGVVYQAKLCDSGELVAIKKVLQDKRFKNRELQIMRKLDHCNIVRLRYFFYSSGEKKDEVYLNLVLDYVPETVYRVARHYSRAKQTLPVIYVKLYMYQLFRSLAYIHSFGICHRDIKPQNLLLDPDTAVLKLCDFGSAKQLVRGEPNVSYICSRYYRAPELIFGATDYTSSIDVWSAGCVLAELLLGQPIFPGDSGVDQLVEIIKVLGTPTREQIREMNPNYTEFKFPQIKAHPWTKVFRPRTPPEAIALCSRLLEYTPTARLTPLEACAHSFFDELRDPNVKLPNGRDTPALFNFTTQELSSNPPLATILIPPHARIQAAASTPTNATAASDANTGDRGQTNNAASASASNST
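Test system: GST-tagged human GSK3beta kinase, cell-free; evaluation: activity score scaled between in-plate DMSO and GW8510 controls; measured by: ADP-Glo luminescence; incubation: 60 min reaction, RT; benchmarks: DMSO and 20 µM GW8510; reagent: peptide substrate plus 25 µM ATP (final); medium: Tris/MgCl2 kinase buffer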
IEC-6 cytotox: kills IEC-6 intestinal cells in KLF5 counter-screen | inhibition, % at 5 µM | IEC-6 cytotoxicity, luminescence viability | 0.78% of 290,000 active; in the data active = inhibition above about 22%;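 note: 0% = plate median of test compound wells and 100% = cytotoxic reference compound wells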
HSF1 activator: increases HSF-1 driven luciferase reporter signal | AID 504408 | activation, % at 9 µM | 1.7% of 300,000 active | NIH3T3-HGL HSF-1 luciferase reporter, MG132, 8 h; 100% = twice DMSO control signal;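 active = mean replicate activation of at least 50% with a set share of replicates each reaching 50%; inconclusive = only one of those two conditions met; inactive = mean below 50% and too few replicates reaching it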;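 note: 0% = median of the neutral control wells and 100% = twice that signal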
HSF1 inhib: HSF1 inhibition. AID 2098. 0.77% of 300,000 active. activity change, negative = inhibition, % at 7.5 µM (by protocol). NIH3T3-HGL HSE-luciferase, MG132-induced, luminescence 8 h; active compounds read low;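 active = more than half of replicate wells show activity change below -50%, luminescence cut by over half; inconclusive = some wells, but at most half, below -50%; inactive = no replicate well below -50%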;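 note: luciferase reports HSF-1 transcriptional activity via heat shock element; 0% = median of DMSO wells and -100% = zero luminescence signal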
HSP90 inh: blocks HSP90-mediated luciferase refolding in reticulocyte lysate; Rabbit reticulocyte lysate, luciferase refolding luminescence, 3 h; inhibition, % at 5.6 µM; 0.91% of 290,000 active; AID 1789;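 active = inhibition above the screen-wide mean plus 3 SD, computed separately per campaign, cut at about 16% in these data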;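 note: 0% = DMSO wells and 100% = 60 µM geldanamycin wells; inhibitors lower the luminescence because luciferase stays unfolded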
GSK3 alpha inh: blocks human GSK-3 alpha kinase; 0.1% of 320,000 active; AID 2650; ADP-Glo luminescence, 60 min; P49840; inhibition, % at 10 µM;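 in the data active = inhibition above about 50%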;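 note: GST-tagged GSK-3 alpha with peptide substrate and 25 µM ATP; 0% = DMSO neutral wells and 100% = GW8510 positive control wells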
Target sequence (P49840 whole entry, looked up): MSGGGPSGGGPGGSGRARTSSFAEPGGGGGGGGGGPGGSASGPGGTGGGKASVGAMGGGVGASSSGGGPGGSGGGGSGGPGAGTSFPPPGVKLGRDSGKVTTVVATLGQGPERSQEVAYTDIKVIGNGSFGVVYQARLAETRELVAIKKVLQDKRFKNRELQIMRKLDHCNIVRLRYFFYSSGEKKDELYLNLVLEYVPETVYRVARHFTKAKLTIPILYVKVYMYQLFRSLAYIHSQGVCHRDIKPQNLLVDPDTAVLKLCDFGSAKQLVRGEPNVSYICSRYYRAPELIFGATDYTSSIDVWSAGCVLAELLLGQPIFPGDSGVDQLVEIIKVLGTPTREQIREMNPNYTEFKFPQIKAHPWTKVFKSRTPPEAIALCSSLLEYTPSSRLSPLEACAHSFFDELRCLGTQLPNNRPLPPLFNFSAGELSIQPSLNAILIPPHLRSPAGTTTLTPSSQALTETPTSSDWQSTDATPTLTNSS
KLF5 inh: suppresses KLF5 promoter-driven expression | DLD-1 KLF5 promoter-luciferase reporter, luminescence | inhibition, % at 5 µM | 0.23% of 290,000 active | AID 1700;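 active = inhibition above a per-plate limit of that plate's mean compound inhibition plus 3 SD, cut at about 60% in these data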;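 note: 0% = DMSO wells and 100% = LY294002 at 200 µM; higher means less KLF5 promoter-driven luciferase light; inactives centre near -14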
* = called active by the depositor; ? = inconclusive; . = no result given; & = joins results of further samples.

SMILES	DYRK1A inh	aSyn 5UTR inh	Platelet DG rel	GSK3B inh	IEC-6 cytotox	HSF1 activator	HSF1 inhib	HSP90 inh	GSK3 alpha inh	KLF5 inh
COc1ccc(-c2csc(NC(=S)NC(=O)c3ccc4ccccc4c3)n2)cc1OC	-12	-4	-11	-2	4	-2	1	-3	-3	-12
COc1cc(C(=O)NC(=S)Nc2csc(-c3ccc(F)cc3)n2)cc(OC)c1OC	-5	-24	-11	-1	6	32	0	5	-2	-23
Cc1cc(C(=O)COc2ccc(F)cc2Br)c(C)n1C	-4	-56	-1	-5	1	-7	9	-1	3	-25
O=C(O)C1C2CCC(O2)C1C(=O)Nc1cccc(F)c1 (stereo not drawn)	.	-8	2	2	-3	-12	2	1	-4	-7
CC1=C(C(=O)OCc2ccccc2)C(c2ccccn2)c2c(n(C)c(=O)n(C)c2=O)N1 (stereo not drawn)	-4&6	17	17	1	-2	8	2	3	2	-6
O=C(Nc1nc(-c2ccccc2)c(-c2ccccc2)s1)c1ccc(S(=O)(=O)N2CCCC2)cc1	4	0	10	1	5	3	-8	1	.	-6
OCCC#Cc1ccc(CN2CCN(CCc3ccccc3)C(CCO)C2)cc1 (stereo not drawn)	-4	6	4	2	-1	2	-6	2	-3	-16
O=C1c2ccccc2C(O)(c2ccccc2)N1C1CC1 (stereo not drawn)	16	-11	-3	1	0	8	-2	5	-1	3
Cc1cc(C)c2nc(-c3cccnc3)cc(C(=O)Nc3ccc(S(=O)(=O)Nc4onc(C)c4C)cc3)c2c1	-5	4	11	-1	-4	7	-2	1	-1	-21
CCOC(=O)C1=C(N)OC2=C(C(=O)CC(C)(C)C2)C1c1ccc(CC)s1 (stereo not drawn)	-1	-11	0	0	-1	19	3	1	-2	-15
COc1ccc(/C=N/NC(=O)c2ccc[nH]2)cc1	15	-147	.	2	2	44	15	10	-1	-164
COCCCn1cc(C(=O)c2ccccc2OCC(=O)Nc2cccc(F)c2)cc(C#N)c1=O	-4	5	-5	2	-5	7	-2	0	-3	6
O=[N+]([O-])c1ccc(N2CCCC2)nc1N1CCCC1	.	21	4	1	8	-2	1	4	0	5
CCc1c(C)sc(NC(=O)c2cc(CC(C)C)on2)c1C#N	-2	-8	4	-1	5	0	4	1	-1	-10
Cc1cc(C)c2oc(=O)cc(CN3CCCCC3)c2c1	8	23	3	-3	-1	0	-6	-1	-2	-12
O=C(NCCCCNC(=O)c1ccccc1F)c1ccccc1F	.	-3	-5	3	0	24	4	-4	0	-23
FC(F)(F)COc1nc(OCC(F)(F)F)nc(N2CCN(c3ccccc3)CC2)n1	-4	.	.	3	5	.	.	2	-4	28
O=C(CSc1nnc(CN2CCOCC2)n1-c1ccccc1)N1CCc2ccccc21	-1	-12	0	1	-4	-3	1	-2	-4	-9
Cc1cc2oc(C(=O)NC3CCS(=O)(=O)C3)cc(=O)c2cc1C (stereo not drawn)	5	4	-1	0	0	-5	4	5	.	-34
Cc1ccc2cc(CN(CC3CCCO3)S(=O)(=O)c3c(C)ccc4nsnc34)c(=O)[nH]c2c1 (stereo not drawn)	-2	-10	12	0	2	-7	-8	-2	-1	-23
O=C(c1cccc(N2CCCC2=O)c1)N1CCN(c2ccc(F)cc2)CC1	-4	5	6	-1	10	15	-2	1	0	-35
Cc1cc(Br)c(S(=O)(=O)NCCN2CCOCC2)cc1C	-4	8	3	-1	5	-11	-1	1	.	-30
CC(C(=O)NC(C)(C)C)N(C(=O)CS(=O)CC(=O)Nc1ccc(F)cc1)c1ccccc1F (stereo not drawn)	1	5	9	2	-2	-4	3	1	-2	-27
NC(=O)c1ccc(CN2CCC(Cc3ccccc3)CC2)cc1	.	-5	-4	4	7	-2	3	-1	-2	-4
CCN(CC)S(=O)(=O)c1cc(C(=O)OCC(=O)Nc2ccc(-c3nc4ccc(C)cc4s3)cc2)ccc1F	1	-13	-6	1	-1	-29	-30	-2	-1	-143
CN(C)CC(O)COc1ccc(-c2ccc(C#N)cc2)cc1 (stereo not drawn)	.	3	11	-1	3	-3	-7	9	4	5
CCc1c(-c2n[nH]c(=S)n2Cc2ccccc2)csc1C	0	6	2	-1	6	-38	-21	-4	-1	-23
COc1ccc(N(C(=O)c2ccc(S(=O)(=O)N3CCCC3)cc2)C2C=CS(=O)(=O)C2)cc1 (stereo not drawn)	-3	14	1	1	0	16	-1	2	0	2
O=C(C1CCN(S(=O)(=O)c2cccnc2)CC1)N1CCN(c2ccccc2Cl)CC1	0	17	-6	-1	-3	-7	-1	-2	-1	-6
COc1ccc(OCC(=O)O/N=C(\N)Cc2ccc(Cl)cc2)cc1	10	5	-2	-6	-3	4	0	-2	0	6
CSC1=N/C(=C\c2ccc(Cl)cc2)C(=O)N1N(C)C	.	19	7	3	5	35	3	4	-4	2
CCCCC(=O)Nc1ccc2c(c1)nc1n2CCN(CCOC)C1	.	0	-9	-17	2	-7	-4	5	.	-21
O=c1cc(-c2ccccc2)nc2cc(-c3ccc(F)cc3)[nH]n12	12	-109	1	2	.	2	-7	.	-1	.
O=C1CCC([N+](=O)[O-])C(c2cccc(Cl)c2Cl)N1 (stereo not drawn)	1	-8	-7	0	-3	9	-5	-6	5	-30
O=C(O)CSCc1ccc(Cl)cc1	-4	-7	-6	3	5	27	0	-1	1	7
Cc1ccc(C(=O)NC(=S)Nc2cc(-c3nc4ccccc4s3)ccc2C)cc1	8	-95	4	1	-3	59*	16	-7	-2	20
Cc1ccc(C(=O)OCC(=O)Nc2ccc(N(C)C)cc2)cc1NC(=O)c1ccco1	-4	-3	3	.	-2	6	-2	-3	-5	-21
COc1ccc(N=Cc2ccc(CNS(=O)(=O)c3ccc(Cl)cc3)o2)cc1	1	5	-2	0	-5	-12	-14	-5	-2	-30
COc1ccc(S(=O)(=O)NC(C)C(=O)Nc2ccccc2)cc1Cl (stereo not drawn)	.	-15	19	1	8	-4	-4	2	-3	1
O=C(CSc1ncn(-c2ccccc2)n1)N1CCc2ccccc21	-6	.	.	.	-3	.	.	-4	1	-11
CC(C)OCCCNC(=O)C1CCC(CNS(=O)(=O)c2ccc(Cl)cc2)CC1 (stereo not drawn)	.	10	17	2	-7	-9	1	-4	5	2
CCOc1ccc(NC(=O)C[n+]2ccc(N(C)C)cc2)cc1	4	10	4	-1	1	0	-1	3	-1	-4
Cc1ccc(-c2nnc(SCCC(=O)N3CCOCC3)o2)cc1	.	-5	2	1	0	26	-2	8	-1	-45
O=C(/C=C/c1ccc2c(c1)OCO2)N1CCN(c2n[nH]c(=O)[nH]c2=O)CC1	23	-2	-10	-2	-3	-14	-2	-2	2	5
O=C(NCc1ccccc1Cl)C1CCCN1C(=O)Nc1ccccc1 (stereo not drawn)	3	-8	-8	-24	-3	30	7	4	-4	-18
CCN(C(=O)c1cn(C)c(=O)c2cc(OC)c(OC)cc12)c1cc(C)ccc1C	0	8	2	-4	1	-1	-4	3	1	-3
CC(C)(C)C(=O)N1CCN(S(=O)(=O)c2ccc3c(c2)OCCCO3)CC1	3	-1	-2	-1	.	2	-1	.	-27	.
CC(C)(C)NC(=O)C(c1ccccn1)N(C(=O)C1CSC(=O)C1)c1ccc(F)cc1 (stereo not drawn)	0	-23	0	1	0	2	8	-3	-3	-15
Cc1cccn2c(CNCC(C)Oc3cccnc3)c(C(=O)N3CCOCC3)nc12 (stereo not drawn)	-9	-5	0	-15	0	-17	-3	4	-2	4
CCOC(=O)c1c(C)[nH]c(C(=O)N2CCN(C(=O)OCC)CC2)c1C	1	20	11	2	3	3	5	0	-3	-17
Next compounds.
SMILES	DYRK1A inh	aSyn 5UTR inh	Platelet DG rel	GSK3B inh	IEC-6 cytotox	HSF1 activator	HSF1 inhib	HSP90 inh	GSK3 alpha inh	KLF5 inh
CCOC(=O)/C(C(N)=NCc1ccco1)=C(/O)c1ccccc1	7	17	-4	-2	4	0	-4	1	2	-3
Cc1ccc(C(=O)Nc2nc(=O)n(C)s2)cc1	5	-53	-1	-2	-4	19	2	3	-4	-90
COc1cccc(/C=N/NC(N)=S)c1OCc1ccccc1Cl	-3	23	0	4	1	10	-8	-6	-1	-23
CCN1C(=O)CC(NNC(=O)c2ccc(Cl)cc2)C1=O (stereo not drawn)	-4	-10	4	3	1	3	2	0	0	-11
CC(C)(C)C(=O)CSc1ncnc2sc3c(c12)CCC3	2	-22	6	4	5	9	6	-1	-2	-13
COc1ccccc1C(=O)C1CCCN(C(=O)CCC(=O)c2ccccc2)C1 (stereo not drawn)	-4	7	3	-1	4	-9	-4	0	0	-8
CCNC(=S)N1CCC(c2nc3ccccc3s2)CC1	3	-10	3	3	5	0	-5	3	1	-6
O=C(/C=C/Nc1ccc(F)c(F)c1)c1ccc(Br)cc1	-3	-192	-5	4	3	?	30	5	-1	-15
COc1cc(OC)c(C(=O)N/N=C/c2ccoc2)cc1OC	-6	-1	-8	2	-4	0	1	-4	0	-10
CCOC(=O)CN1CC23C=CC(O2)C(C(=O)Nc2ccc(F)cc2)C3C1=O (stereo not drawn)	-4	-11	0	-2	-1	0	1	5	-2	-39

Some entries already given with just HSP90 inh:
smiles,HSP90 inh
COc1cc(OC)c(C(=O)N/N=C/c2ccoc2)cc1OC,-4
CCOC(=O)CN1CC23C=CC(O2)C(C(=O)Nc2ccc(F)cc2)C3C1=O (stereo not drawn),5

New compounds follow.
SMILES	DYRK1A inh	aSyn 5UTR inh	Platelet DG rel	GSK3B inh	IEC-6 cytotox	HSF1 activator	HSF1 inhib	HSP90 inh	GSK3 alpha inh	KLF5 inh
Cc1c(Br)c([N+](=O)[O-])nn1CC(=O)NCCc1ccc(Cl)cc1	0	12	0	1	-7	3	-6	-3	-2	-18
CCc1nnc(NC(=O)C2CCN(C(=O)c3ccco3)CC2)s1	0	-4	-2	1	6	11	-1	0	-2	12
COc1ccccc1C(=O)C1CCCN(C(=O)c2ccc(C(C)=O)s2)C1 (stereo not drawn)	-4	2	-4	0	5	8	13	0	-1	-19
CCOC(=O)C1=NNC(C(=O)c2ccc(OC)cc2)C1c1ccccc1 (stereo not drawn)	5	18	-7	-1	4	14	10	0	-8	-32
Cc1ccc(N2CC(NS(=O)(=O)c3cc(F)ccc3F)CC2=O)cc1C (stereo not drawn)	-6	12	-16	2	.	6	11	.	.	.
CCOC(=O)C1=C(COC(=O)COc2ccc(Br)cc2)NC(=O)NC1C (stereo not drawn)	7	-5	-1	1	.	-37	-23	.	1	.
Cc1cccc(N(C)c2cc(C)nc3ncnn23)c1	10	0	3	2	1	7	-3	-1	.	-9
C[C@H](NC(=O)N1CCn2c1nc1ccccc12)C(=O)NCC1CCCO1 (stereo partly drawn)	1	-11	-40	2	2	-4	-2	0	2	-26
O=C(OCc1ccccc1Cl)c1cccnc1Cl	.	27	2	-1	2	1	4	4	-1	-11
CCCOc1ccc(Oc2cc(C)nc(SC)n2)nn1	-1	9	-2	2	1	21	17	1	4	-12
CCCCCN=CC1=C(O)CC(c2ccccc2)CC1=O (stereo not drawn)	3	-3	0	-4	-1	1	-2	-4	-1	7
Cc1nn(C)c(C)c1S(=O)(=O)N1CCCC(C(=O)NCCc2ccc(Cl)cc2)C1 (stereo not drawn)	-14	.	.	.	-11	.	.	-5	0	13

From PubChem

Some of the compounds tested (hit frequency here may not be typical).
